Compound activity from PubChem BioAssay.
Pol kappa inh – inhibitors of human DNA polymerase kappa; 400,000 tested, 0.53% active; AID 588579; purified Pol kappa, fluorescent DNA synthesis assay, 10 min; Q9UBT6; Potency, µM (series often up to 107 µM), for inactives: at the top dose activity, negative = inhibition, actives largely listed as inhibitors; also: potency is read from the fitted curve at half-maximal effect; % is scaled to controls: 0 for no effect and ±100 for the full control effect
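Pol kappa 10 nM + cpd, 15 min RT; start w/ substrate 50 nM final; fluorescence kinetic read, 0 and 10 min. Neg ctrl: buffer, no enzyme.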
APE1 inh – APE1 (human) endonuclease inhibition. P27695. recombinant APE1, TAMRA/BHQ-2 abasic DNA cleavage fluorescence. Potency, µM (titrated, usually from 65.8 µM), for the others: top-dose activity change, negative = inhibition, hits mostly inhibitors. 350,000 tested, 0.35% active. AID 2517;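 also: potency is read from the fitted curve at half-maximal effect; plate controls were vehicle for no effect and reference inhibitor for full effect; nearly all actives have a fitted effect of over 55% in size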
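0.75 nM APE1 + cpd, 15 min RT; start w/ 50 nM TAMRA/BHQ-2 THF-abasic dsDNA; kinetic fluor 525/598 nm ×3 reads @60 s; Δ(read3−read1); normalized to DMSO and NSC13755 control wells.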
Tb PGK inh – inhibitors of T. brucei phosphoglycerate kinase; P07378; PGK/GAPDH coupled, Kinase-Glo luminescence, 60 min; Potency, µM (series often up to 57.5 µM), without a hit: at the top dose activity change, negative = inhibition, most hits filed as inhibitors; 380,000 tested, 0.043% active; also: potency is read from the fitted curve at half-maximal effect; % is scaled to controls: 0 for no effect and ±100 for the full control effect; nearly all actives have a fitted effect of over 60% in size
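Luminescent ATP detection (Kinase-Glo Plus) follows a 60-minute room-temperature incubation, with wells lacking PGK as controls. Buffer: 100 mM TEA (pH 7.6), 5 mM MgCl2, 0.01% Tween-20. Coupling enzyme GAPDH (100 nM final) supplies unstable 1,3-BPG in-well.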
Pol eta inh – blocks human DNA polymerase eta activity; Q9Y253; recombinant Pol eta, fluorescent DNA replication assay; Potency, µM (highest dose often 114 µM), inactives show top-dose activity change, negative = inhibition, most hits filed as inhibitors; 390,000 tested, 1.2% active; AID 588591; also: potency is read from the fitted curve at half-maximal effect; % is scaled to controls: 0 for no effect and ±100 for the full control effect
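Pol eta at 10 nM preincubated with compounds 15 min at room temperature; reaction started with fluorescent substrate (50 nM final) and read kinetically at 0 and 10 min.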
RXFP1 antagonist – blocks the human relaxin receptor RXFP1; HEK293-RXFP1, relaxin-stimulated cAMP HTRF, 30 min; stronger effect = lower value; 350,000 tested, 0.59% active; activity change, negative = inhibition, % at 57.5 µM; Q9HBX9;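 active = activity change of -60% or lower, but not beyond a set lower limit; inconclusive = change between -60% and -40%, or beyond the set limit; inactive = change above -40%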; also: % is scaled to controls: 0 for no effect and ±100 for the full control effect
BLM inh – Bloom syndrome helicase (human) inhibition | P54132 | recombinant BLM DNA unwinding, fluorescence dequenching | Potency, µM (doses to about 56.1 µM), for inactives: at the top dose activity change, negative = inhibition, actives largely listed as inhibitors | 350,000 tested, 0.2% active | AID 2528;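 also: potency is read from the fitted curve at half-maximal effect; plate controls were vehicle for no effect and no enzyme for full effect; nearly all actives have a fitted effect of over 35% in size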
Target sequence (P54132 whole entry, looked up): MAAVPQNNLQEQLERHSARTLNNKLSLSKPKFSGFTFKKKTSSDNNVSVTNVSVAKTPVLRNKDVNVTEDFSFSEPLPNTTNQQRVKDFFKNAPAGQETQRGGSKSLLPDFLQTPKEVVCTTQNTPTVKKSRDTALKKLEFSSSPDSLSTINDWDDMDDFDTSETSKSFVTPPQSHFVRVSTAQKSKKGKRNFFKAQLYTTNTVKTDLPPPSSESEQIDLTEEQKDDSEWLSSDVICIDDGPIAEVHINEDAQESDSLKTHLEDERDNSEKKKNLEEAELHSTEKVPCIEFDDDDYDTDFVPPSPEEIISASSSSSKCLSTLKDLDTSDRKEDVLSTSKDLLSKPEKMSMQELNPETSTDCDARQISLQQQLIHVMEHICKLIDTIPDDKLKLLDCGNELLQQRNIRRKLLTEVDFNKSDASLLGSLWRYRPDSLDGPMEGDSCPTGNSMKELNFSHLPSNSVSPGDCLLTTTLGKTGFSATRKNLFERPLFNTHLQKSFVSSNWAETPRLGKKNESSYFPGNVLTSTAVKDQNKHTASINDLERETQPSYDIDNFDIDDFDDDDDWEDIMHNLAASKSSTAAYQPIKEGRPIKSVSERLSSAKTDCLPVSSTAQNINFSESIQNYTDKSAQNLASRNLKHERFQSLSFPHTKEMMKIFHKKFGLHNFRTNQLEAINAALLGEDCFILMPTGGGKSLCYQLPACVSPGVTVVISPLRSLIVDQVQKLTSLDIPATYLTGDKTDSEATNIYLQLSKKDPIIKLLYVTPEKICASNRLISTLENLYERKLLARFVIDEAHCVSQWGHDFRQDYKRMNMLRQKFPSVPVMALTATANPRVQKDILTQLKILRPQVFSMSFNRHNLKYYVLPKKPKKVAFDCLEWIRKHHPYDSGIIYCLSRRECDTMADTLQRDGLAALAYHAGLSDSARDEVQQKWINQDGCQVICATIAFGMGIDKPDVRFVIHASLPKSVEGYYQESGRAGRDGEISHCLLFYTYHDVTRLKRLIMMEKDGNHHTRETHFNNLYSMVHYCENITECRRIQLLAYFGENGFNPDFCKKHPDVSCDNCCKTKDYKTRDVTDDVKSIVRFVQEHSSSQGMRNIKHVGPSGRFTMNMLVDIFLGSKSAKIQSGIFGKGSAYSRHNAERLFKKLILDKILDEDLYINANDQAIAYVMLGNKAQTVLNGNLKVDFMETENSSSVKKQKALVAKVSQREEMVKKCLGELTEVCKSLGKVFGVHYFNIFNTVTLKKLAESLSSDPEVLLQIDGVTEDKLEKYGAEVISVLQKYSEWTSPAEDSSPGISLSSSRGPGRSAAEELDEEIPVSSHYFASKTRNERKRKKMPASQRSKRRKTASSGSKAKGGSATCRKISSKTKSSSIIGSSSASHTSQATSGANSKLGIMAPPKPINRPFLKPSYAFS
POLB inh – inhibitors of human DNA polymerase beta; P06746; Pol beta primer extension/strand displacement, fluorescence kinetic; Potency, µM (titrated, usually from 114 µM), for inactives: at the highest dose activity change, negative = inhibition, usual class: inhibitors; 340,000 tested, 1.3% active; AID 485314; also: potency is read from the fitted curve at half-maximal effect; % is scaled to controls: 0 for no effect and ±100 for the full control effect
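Curves were derived by four-parameter Hill fits of normalized qHTS data. The kinetic fluorescent primer-extension read was taken at 0 and 10 min after 50 nM substrate, following a 15 min room-temperature preincubation of 10 nM enzyme with compounds.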
POLI inh – DNA polymerase iota (human) inhibition; Q9UNA4; Pol iota fluorescent replication assay, 10 min; Potency, µM (titrated, usually from 115 µM), for inactives: at the highest dose activity, negative = inhibition, actives largely listed as inhibitors; 390,000 tested, 1% active; AID 588590; also: potency is read from the fitted curve at half-maximal effect
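Fluorescent replication assay read twice, at 0 min and 10 min after adding 50 nM (final) substrate. Enzyme (10 nM) and compounds were first incubated 15 min at room temperature; enzyme-free buffer wells were negative controls.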
Anesthetic bind – candidate novel general anesthetic via apoferritin binding | 350,000 tested, 0.074% active | apoferritin/1-aminoanthracene competitive binding, fluorescence | P02791 | Potency, µM (doses to about 77.5 µM), for the others: at the highest dose activity change, negative = displacement, hits mostly inhibitors; also: potency is read from the fitted curve at half-maximal effect; % is scaled to controls: 0 for no effect and ±100 for the full control effect; nearly all actives have a fitted effect of over 20% in size
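Apoferritin-based anesthetic binding model; compound displacement of fluorescent 1-AMA measured as endpoint fluorescence after 10 minutes at room temperature, scaled to free-ligand and complex controls.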
Active calls of the source: *; i = inactive; ? = inconclusive; . = not tested or not shown; & = joins results of further samples; [ ] = another dose, or the depositor's remark. Unless noted, calls follow the shape of the dose curve; as a rule, active = well fitted curve in the direction sought with a large enough effect; inconclusive = small, poorly fitted or top-dose-only effect, or another doubt; inactive = no such curve, though single readings can be large; an effect the other way counts as inactive or inconclusive. The list is partial; the hit share may differ from the screen's.

SMILES | Pol kappa inh | APE1 inh | Tb PGK inh | Pol eta inh | RXFP1 antagonist | BLM inh | POLB inh | POLI inh | Anesthetic bind
CC(C)N(Cc1nc(-c2ccc(Cl)cc2)no1)C(=O)CCC1CCCC1 | 2.8% | 3.3% | -4.0% | -25.1% | . | -8.0% | -7.6% | 20.4% | -3.4%
COC(=O)c1ccc(-c2nc(-c3cccs3)no2)cc1 | 7.5% | -2.9% | -7.9% | -17.8% | . | 0.4% | 0.1% | 21.7% | -6.4%
Cc1ccccc1NC(=O)c1ccc(NC(=O)C2CCCO2)cc1 (stereo not given) | 7.8% | 29.2% | -9.8% | -19.0% | 10.3 | -0.9% | -24.7% | 156.4%[activator] | -0.7%
CCCCn1c(N)c(N(CCOC)C(=O)C(C)N2C(=O)c3ccccc3C2=O)c(=O)[nH]c1=O (stereo not given) | -15.6% | 8.8% | -3.5% | -13.5% | 3.8 | . | . | 18.7% | .
CCc1nc2oc3cc(OC)ccc3c(=O)c2c(=O)n1-c1ccccc1 | -22.5% | -4.8% | -5.8% | 2.4% | 2.4 | -1.6% | 2.0% | 16.9% | -0.9%
Cc1cc(NC(=O)CN2CCCC(C)C2)n(-c2nc3ccccc3s2)n1 (stereo not given) | -3.2% | 7.4% | 3.2% | -7.4% | -7.8 | 2.6% | 83.0% | 58.4%[activator] | -8.6%
Cc1ccccc1CNC(=O)C1CCCCN1S(=O)(=O)c1ccc(F)cc1 (stereo not given) | -5.1% | . | -2.3% | -5.6% | 0.7 | -2.9% | 28.3% | 37.9%[activator] | -1.9%
Cc1c(C(=O)N2CCN(C/C=C/c3ccccc3)CC2)oc2c(F)cccc12 | -10.9% | 15.4% | i | -5.5% | -6.1 | . | . | 35.4%[activator] | .
O=C(CN1C(=O)NC2(CCCCC2)C1=O)N1CCN(S(=O)(=O)/C=C/c2ccccc2)CC1 | -7.6% | 0.9% | -2.1% | -1.8% | -9.2 | . | . | 19.5% | .
O=C(Cc1nnc(NC(=O)Nc2ccccc2F)s1)NCc1ccccc1 | 2.3% | 18.7% | 2.7% | -11.2% | -34.1 | 3.7% | 2.0% | 45.1%[activator] | -0.8%
CC(=O)OCON[N+]([O-])=NC(C)C | -11.3%&-15.9% | -0.8% | . | . | . | -7.7% | . | 24.3%&-16.2% | -19.2%
CCOC(=O)c1sc2nc(C)nc(SCC(=O)NC(C)CCc3ccccc3)c2c1C (stereo not given) | -18.7% | -4.5% | 4.6% | -5.3% | -0.6 | -5.1% | 14.5% | -9.9% | 2.1%
O=C(NCCc1ccccn1)c1cc(-c2ccccc2Cl)nc2ccccc12 | 0.3% | 0.1% | -11.4% | -16.9% | -13.8 | -4.0% | 1.0% | 3.3% | -0.5%
Cc1cc(NC(=O)c2ccccc2)ccc1NC(=O)Cc1ccccc1 | -5.8% | 0.2% | -3.3% | 14.2% | -8.0 | -4.3% | ? | 96.0%[activator] | -7.8%
C=CCc1ccccc1OCc1nc2ccccc2n1CC | 1.0% | . | 5.7% | -22.5% | ? | -6.1% | 11.5% | -10.4% | 1.6%
O=C(CN1CCCc2ccccc21)NC(=O)NC1CCCCC1 | 4.8% | -7.0% | 12.2% | -22.1% | -11.1 | -10.0% | 1.5% | 74.4%[activator] | -14.5%
CSc1nc(NCCOCCO)c2sc3nc(-c4ccco4)c4c(c3c2n1)CCC4 | -1.0% | 31.6µM* | -4.8% | -12.8% | -10.4 | 25.1µM* | 3.55µM* | 11.8% | ?
COc1ccc(CC(=O)NC(C)c2nnc(SCC(=O)Nc3nc(C)cs3)n2C)cc1 (stereo not given) | 0.0% | -3.5% | -5.4% | -3.7% | -0.5 | -1.2% | -11.7% | 16.4% | -0.7%
CC(=O)c1ccc(OCCCC(=O)OCC(=O)Nc2ccc3[nH]c(=O)[nH]c3c2)cc1 | -25.9% | -21.4% | 2.2% | -23.6% | 1.2 | . | . | 0.7% | .
O=C(CCNS(=O)(=O)c1cccc2nonc12)NC1CCCc2ccccc21 (stereo not given) | -6.6% | ? | 2.6% | -6.0% | 19.5 | -7.9% | -2.1% | 2.7% | -10.5%

Brought forward from above: two compounds; new compounds follow.
SMILES | Pol kappa inh | APE1 inh | Tb PGK inh | Pol eta inh | RXFP1 antagonist | BLM inh | POLB inh | POLI inh | Anesthetic bind
CC(=O)c1ccc(OCCCC(=O)OCC(=O)Nc2ccc3[nH]c(=O)[nH]c3c2)cc1 | -25.9% | -21.4% | 2.2% | -23.6% | 1.2 | . | . | 0.7% | .
O=C(CCNS(=O)(=O)c1cccc2nonc12)NC1CCCc2ccccc21 (stereo not given) | -6.6% | ? | 2.6% | -6.0% | 19.5 | -7.9% | -2.1% | 2.7% | -10.5%
CCC1=C(OC(=O)N(CC)CC)N2C(=O)OC(=NCC(=O)OC)[C@]2(Cc2ccccc2)[C@H]2C1=CC[C@H]1C(=O)N(c3ccccc3)C(=O)[C@H]12 | -18.2% | -6.9%&-3.8% | 4.7% | -17.2% | . | -10.3%&-14.1% | -1.8% | ? | -22.8%&-21.4%
O=C(CCCCn1c(=O)[nH]c2ccsc2c1=O)NCc1cccnc1 | 0.0% | -3.9% | 1.6% | -0.7% | -21.0 | 2.5% | 3.7% | -9.8% | -4.0%
CCCCn1c(NCc2cccs2)nc2ccccc21 | 4.7% | -10.3% | -4.4% | -10.0% | -2.2 | -3.1% | -2.7% | 43.5%[activator] | -15.4%
O=C(c1ccc(COc2c(F)c(F)cc(F)c2F)o1)N1CCN(c2ccc(Cl)cc2)CC1 | -7.5% | -4.5% | 5.1% | -14.9% | -7.4 | -10.2% | ? | 18.6% | 5.4%
CC1CCN(S(=O)(=O)c2ccc3c(c2)C(=NO)c2cc(S(=O)(=O)N4CCC(C)CC4)ccc2-3)CC1 | -10.7% | -1.2% | -2.3% | -15.2% | -7.4 | -4.5% | 1.8% | 8.3% | -19.8%
CCOC(=O)c1oc2ccccc2c1NC(=O)c1ccc(S(=O)(=O)N2CCCC2)cc1 | 0.0% | 1.2% | -1.2% | -12.1% | 9.2 | 0.6% | 12.8% | 0.2%[58.9 µM] | -11.0%
CC1CCN(CCCCOc2ccccc2Br)CC1 | -12.3% | 2.8% | -3.6% | -5.1% | -2.6 | 2.6% | 17.6% | 9.6% | -3.6%
Cc1cc(=O)n2nc(N3CCCC(C(=O)NCc4cccc(Cl)c4)C3)sc2n1 (stereo not given) | -17.4% | -18.7% | -0.6% | -6.2% | 6.5 | 2.2% | -17.3% | -11.2% | -7.1%
CCn1c(C(=O)NCc2ccc(OC)cc2)cc2sc(Cl)cc21 | 0.5% | . | i | -12.4% | -35.1 | -8.3% | -10.9% | -1.4% | -11.7%
COCCNC(=S)N/N=C/c1ccc(N2CCOCC2)cc1 | -8.3% | 19.6% | -8.2% | -6.7% | -1.8 | 2.7% | 48.2% | 44.9% | 9.6%
Cc1ccc(S(=O)(=O)CC(=O)Nc2sc3c(c2C#N)CCCCC3)cc1 | -4.8%[60.1 µM] | . | 2.7% | 7.4% | -2.0 | -2.9% | -16.4% | 0.2% | 9.7%
Cc1ccc(-n2c(=O)c3c(c4cc(C)ccc4n3C)n(CC(=O)N3CCCC3)c2=O)cc1 | 0.4% | . | -9.5% | -3.9% | -5.6 | -3.2% | 28.1% | -10.5% | -2.6%
CCC(Sc1ccc2nnc(-c3ccc(F)cc3)n2n1)C(=O)O (stereo not given) | -4.4% | 3.8% | -5.2% | -5.7% | -3.1 | 0.4% | 44.2% | -14.2% | -12.7%
Cc1cc(=O)n(C(C)C(=O)NCc2ccccc2Cl)c2c1c(C)nn2-c1ccccc1 (stereo not given) | -2.1% | . | i | -14.9% | 3.0 | 2.1% | -26.6% | -19.8% | 50.9%[activator]
O=C(CCn1c(=O)[nH]c2ccccc2c1=O)N1CC=C(c2ccccc2)CC1 | -2.1% | ? | -4.1% | -4.0% | -11.4 | 2.1% | -27.2% | 26.5% | -6.1%
Nn1c(SCC(=O)NCCC2=CCCCC2)nnc1C(F)(F)F | -0.3% | -1.7% | -0.1% | -8.6% | 8.5 | -1.4% | 4.0% | 45.6%[activator] | -16.9%
O=C(c1ccc([N+](=O)[O-])cc1)N1CCN(Cc2ccccc2[N+](=O)[O-])CC1 | -4.7% | 18.4% | i | -4.5% | 8.8 | -0.3% | -3.2% | 1.3% | -12.1%
CCCCS(=O)(=O)N1CCCC(C(=O)NCC2CCCO2)C1 (stereo not given) | -13.5% | 24.1% | -5.5% | -8.0% | -0.7 | 1.9% | 19.3% | 83.6%[activator] | 0.4%
CCS(=O)(=O)c1nnnn1-c1ccccc1S(C)(=O)=O | 0.0% | -5.7% | -2.2% | -7.3% | -14.6 | -1.4% | -0.7% | ? | -4.5%
CN(C)c1ccc(C=c2c3ccccc3n3c2c2ccccc2[n+]3C)cc1 | -18.9% | . | -13.5% | ? | . | . | . | ? | .
COc1ccc(S(=O)(=O)N2CCOCC2)cc1NC(=O)c1ccc(Cl)cc1 | -12.0% | -1.9% | -3.9% | -5.3% | 6.9 | . | . | -7.4% | .
COc1ccc(Br)cc1C(=O)Nc1cccc(C)c1C | -14.3% | -2.7% | -1.7% | -4.9% | 4.0 | -0.7% | -2.8% | 6.5% | 0.0%
COc1cc(C2c3cc4c(cc3OC(NCc3ccccc3)C2C)OCO4)cc(OC)c1OC (stereo not given) | -11.8% | . | i | -2.8% | 1.9 | . | . | 13.7% | .
Cc1ccc(CN2CCN(Cc3ccc(-n4cccn4)cc3)CC2CCO)cc1 (stereo not given) | 1.7% | -1.5% | -3.6% | -19.9% | -29.1 | -1.9% | -16.4% | 104.6%[activator] | -4.3%
CC1CCN(S(=O)(=O)c2ccc3c(c2)N(CC(=O)NCCCN(Cc2ccccc2)C(C)C)C(=O)CO3)CC1 | -6.6% | 4.5% | -1.4% | 4.4% | -1.6 | 5.2% | 7.7% | 5.9% | -0.2%
CC(=O)Nc1ccc2c(c1)ncn2C1CCCCC1 | 1.3% | . | -2.2% | -15.2% | -5.8 | . | . | 77.3%[activator] | .
